Source: PubChem
Pf gametocyte: late stage P. falciparum gametocyte viability inhibitors, primary screen, ATP luminescence, HTS; actives 0.065% (n = 150,000); P. falciparum stage V gametocytes, 24 h; inhibition, % at 10.9 µM;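 active = inhibition above the mean plus 3 SD of compounds within the control limits, set per campaign, cut at about 38% in these data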;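 also: 0% = DMSO wells and 100% = medium only without gametocytes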
* hit, by the source's call.

structure,Pf gametocyte
O=c1cc(N/N=C/c2ccccc2)[nH]c(=O)[nH]1,11.2
CCOc1cc2[nH]c(=S)n(CCCN3CCN(C)CC3)c(=O)c2cc1OCC,-21.4
O=C(Cc1ccc([N+](=O)[O-])cc1)N/N=C/c1cccnc1,2.2
CCNC(=S)Nc1ccc2c(c1)oc1ccccc12,18.9
O=C(NCc1ccco1)c1cccn2c(=O)c3sccc3nc12,-36.3
Cc1csc(NC(=O)c2cccnc2)n1,4.6
CCC(C)(C)C1CCc2[nH]nc(C(=O)O)c2C1 (stereo unspecified),6.4
CCc1ccc(N(CC(=O)N2CCN(Cc3ccccc3)CC2)S(C)(=O)=O)cc1,10.0
COC(=O)CCC(=O)OC1(C)C(=O)C2=CN(c3ccccc3)C(c3ccc(OC)cc3)=CC2=C(Br)C1=O (stereo unspecified),-27.9
COc1ccc(-c2ccc3sc4ccccc4c(=O)c3c2)cn1,19.2
COc1ccc(C(=O)O)cc1NCc1ccc(C)s1,-7.1
CCc1nnc(NC(=O)CSc2ccc(Cl)cc2)s1,11.1
COCCn1c(SCC(=O)Nc2ccccc2C(F)(F)F)nc2ccccc2c1=O,-1.2
CCN(CC)c1nc(N(CC)CC)[nH]c(=O)n1,3.6
COC(=O)c1ccc(COC(=O)c2cc3ccccc3oc2=O)cc1,11.9
COc1ccc(NC2=NCCCCC2)cc1,-2.7
COc1cc(C(=O)NCCCNC(=O)c2cc(OC)c(OC)c(OC)c2)cc(OC)c1OC,10.3
Cc1cc(C)nc(NC(=O)Cc2ccc(Cl)cc2)c1,-3.7
Cc1ccc(CN2[C@@H]3c4ccccc4C[C@@H]3OCCS2(=O)=O)cc1,-12.1
Cc1cc(C)n2nc(-c3ccccc3)c(-c3ccccc3)c2n1,-1.5

The list goes on.
structure,Pf gametocyte
C=CCNC(=S)N1N=C(c2ccco2)CC1c1ccco1 (stereo unspecified),4.1
CCOc1ccc(C(=S)N2CCCC2)cc1OCC,4.2
Cc1ccc(O)c(Nc2nc(-c3ccccc3)nc3ccccc23)c1,4.3
Cc1cc(C(=O)N2CCN(Cc3ccccc3)CC2)ccc1[N+](=O)[O-],-0.9
COc1cc(NC(=O)c2c(OC)cccc2OC)ccc1NC(=O)c1cc2ccccc2o1,-27.4
COc1ccc(Br)cc1CN1CCN(c2ncccn2)CC1,8.9
CC(C)CC(=O)N1CCN(Cc2ccc(Br)cc2)CC1,12.8
CCOC(=O)N1C(=O)[C@](c2ccc(Cl)cc2)(C(C)C)N1C(=O)OCC,7.4
CC1=C(C(=O)OCc2ccccc2)C(c2ccc(Cl)cc2)NC(=O)N1C (stereo unspecified),-13.9
CCOc1cc(/C=N/NC(=O)C(O)(c2ccccc2)c2ccccc2)ccc1OC(=O)c1ccco1,-5.0
Cc1ccccc1Sc1ccc(N)cn1,-11.2
COc1ccc(C2=CC(=O)C[C@H](c3ccc4c(c3)OCO4)C2)cn1,-0.2
O=C(O)c1ccccc1NC(=O)c1ccccc1-c1ccccc1C(=O)O,-11.4
c1cnc2ccc(C(c3nnnn3C3CCCCC3)N3CCN(C4CCCCC4)CC3)cc2c1 (stereo unspecified),20.9
CS(=O)(=O)c1ccc(CNC(=O)C2(C(F)(F)F)CC(CCCO)CCCO2)cc1 (stereo unspecified),19.7
COc1cc(OC)cc(-c2c(C#Cc3ccsc3)c3cc(-c4ccc(OC)c(F)c4)ccc3n2C)c1,-9.8
Cc1ccc(C(=O)CCC(=O)CCC(=O)O)cc1,-15.2
COc1ccc(OC)c(Nc2cc3ccccc3c(=O)[nH]2)c1,-7.1
Cc1ccc(NC(=O)c2ccc(C)cc2)cc1,-4.1
Oc1ccc(-c2c(-c3ccsc3)sc3ccccc23)cc1,-16.2

(cont.)
structure,Pf gametocyte
c1ccc(-c2cnnn2-c2ccccc2)cc1,-31.5
Cc1ccc(S(=O)(=O)N2[C@@H](c3ccccc3)C(C(=O)O)=CC[C@H]2c2cccc(C)c2)cc1,-3.5
Cc1cc(C)c(S(=O)(=O)NCc2ccccn2)c(C)c1,-4.0
C=CC[C@H](CC(=O)OC(C)(C)C)C(=O)OC[C@H]1CCCN1C(=O)[C@H](CC=C)CC(=O)NCCO,-29.5
COc1ccc2c(c1)CC(N1CCN(C)CC1)c1cc(OC)ccc1S2 (stereo unspecified),5.2
CN(Cc1ccco1)c1ncnc2ccc(-c3ccc4c(ccn4C)c3)cc12,4.2
CC(C)CN1CCC(=O)N([C@H](COc2ccccc2)c2ccccc2)CC1,-5.5
COc1ccc([N+](=O)[O-])cc1-c1[nH]c(-c2ccc(C(=O)O)cc2)nc1-c1ccccc1,-12.8
CCCNC(=O)c1ccc(COc2ccc(Cl)cc2)o1,13.8
COC(=O)c1ccc(N2CC3CNC(=O)C2(C(=O)OC)N3C)cc1 (stereo unspecified),15.9
OCC[C@@H]1C[C@H](O)[C@@H](O)[C@]2(OCc3ccccc32)O1,3.5
CCCN1C2CCCC1CC(NC(=O)c1ccc(C(C)(C)C)cc1)C2 (stereo unspecified),-6.7
O=C(c1ccccc1)c1cccc[n+]1[O-],0.1
COc1ccc(C)cc1S(=O)(=O)Nc1ccc2c(c1)OCCO2,6.1
COC(=O)c1ccc2[nH]cc(CCO)c2c1,16.5
O=C(NCc1ccc(Cl)cc1)N1CCOCC1,-20.9
COc1ccc(CN2CCC(=O)N([C@H](CO)CC(C)C)CC2)cc1OC,-9.8
CC(=O)CC[C@@H](C)O[C@@H]1OC(C)[C@H](O)CC1O (stereo partly specified),-34.1
CC(C)C[C@H](NC(=O)c1[nH]cnc1C(=O)N[C@@H](Cc1ccccc1)C(=O)OCc1ccccc1)C(=O)OC(C)(C)C,-8.6
COc1ccc(CSC2=NCCN2)cc1Br,-4.0

(cont.)
structure,Pf gametocyte
O=C1C=C(c2ccc(C(=O)O)cc2)C[C@@H](c2ccc3c(c2)OCO3)C1,-1.2
CCN(CC)S(=O)(=O)c1cccc(C(=O)N2CCCc3ccccc32)c1,6.7
C#CCOCCOCCOCCNc1nc(N2CCN(C(=O)Cn3cc(CCO)nn3)CC2)nc(N2CCN(C(=O)Cn3cc(CCCCN)nn3)CC2)n1,2.0
O=S(=O)(NC1CCC(NS(=O)(=O)c2c(F)cccc2F)CC1)c1ccc2c(c1)OCCO2 (stereo unspecified),-6.9
CCN(CC)c1ccc(/C=C2\SC(N)=NC2=O)cc1,10.4
COc1cccc(OC)c1C1=CC(=O)C[C@H](c2ccc3c(c2)OCO3)C1,6.5
C=CC[C@H](CC(=O)N(CCO)Cc1ccccc1)C(=O)N[C@H](C)COC(=O)[C@@H](CC=C)Cc1ccc(F)cc1,3.7
CN1C(=O)C(=O)/C(=C(/O)c2ccc(Br)cc2)C1c1cccc([N+](=O)[O-])c1 (stereo unspecified),2.9
Cc1ccc(CNC(=O)C2CC(c3ccccc3C(F)(F)F)=NO2)o1 (stereo unspecified),18.8
O=c1ncn(-c2cccc([N+](=O)[O-])c2)c2ccccc12,-37.7
COc1ccc(C(=O)Nc2ccc(S(=O)(=O)N3CCN(C)CC3)cc2)cc1,9.3
Cc1cccc(NC(=O)c2cccc(C(=O)Nc3cccc(C)c3)n2)c1,2.4
C[C@]12C(=O)N(c3ccc(Br)cc3)C(=O)N1[C@@H]1c3ccccc3OC[C@@H]1[C@H]2c1ccccc1,10.6
COc1ccccc1CN1Cc2cccc3c2[C@@H](CC1=O)[C@H](O)[C@H](O)C3,-8.4
CN(c1ccccc1)S(=O)(=O)c1ccc2[nH]c(=O)[nH]c2c1,14.1
COc1cccc(C2=CC(=O)C[C@H](c3ccc(F)cc3)C2)c1,1.8
O=[N+]([O-])c1cc([N+](=O)[O-])c(Oc2cc(F)cc(F)c2F)cc1NN1CCCCC1,-19.4
COc1ccc(SC[C@H](Cc2ccccc2)N2CC[C@@H](NC(=O)OCc3ccccc3)CCC2=O)cc1,14.8
S=c1[nH]nc(COc2ccc(Cl)cc2Cl)n1-c1ccccc1,-25.5
OCC1(Cc2ccc(F)cc2F)CCCN(Cc2ccc(Cl)cc2)C1 (stereo unspecified),1.6

Taken from above:
C[C@]12C(=O)N(c3ccc(Br)cc3)C(=O)N1[C@@H]1c3ccccc3OC[C@@H]1[C@H]2c1ccccc1 – Pf gametocyte = 10.6
C=CC[C@H](CC(=O)N(CCO)Cc1ccccc1)C(=O)N[C@H](C)COC(=O)[C@@H](CC=C)Cc1ccc(F)cc1 – Pf gametocyte = 3.7

Carrying on.
structure,Pf gametocyte
COc1ccc([C@H]2CC(=O)C=C(c3ccc4ccccc4c3)C2)cc1OC,-8.5
Cc1ccc(-c2cc(-c3ccccc3)no2)cc1,2.4
Cc1ccc(OCC(=O)Nc2oc(-c3ccccc3)c(-c3ccccc3)c2C#N)cc1,17.0
O=C(Nc1ccccc1C(=O)Nc1ccccc1)c1ccccc1Br,-12.8
NS(=O)(=O)c1ccc(CCNC(=O)CCc2ccccc2)cc1,-3.3
CC(O)Cn1c(N2CCCC2)nc2c1c(=O)n(C)c(=O)n2C (stereo unspecified),8.3
Cn1cncc1C#Cc1ccc2cc(C3(O)CCCCC3)oc(=O)c2c1,-15.5
COC(=O)[C@]1(CC(C)C)N[C@H](c2ccc(SC3CCCCC3)c(OC)c2)[C@@H]2C(=O)N(C)C(=O)[C@@H]21,-1.2
CNC(=O)N(O)C1N(NC(=O)Nc2ccccc2)C(=S)SC1(C)C (stereo unspecified),11.4
COc1cccc(-c2nc(N3CCCCC3)c3ccccc3n2)c1O,1.5
Cc1ccc2oc(C(=O)N3CCN(C)C[C@@H]3C(C)C)c(C)c2c1,5.7
COc1cccc(C(=O)Nc2ccc(C(=O)NCC3CCCO3)cc2)c1 (stereo unspecified),13.3
Cc1cc(C(=O)O[C@H]2[C@H](Cc3ccccc3)NS(=O)(=O)[C@H]3C[C@@H]4C=C[C@]23O4)ccc1[N+](=O)[O-],-14.5
CCC(C)(O)c1[nH]c2ccc(C#N)cc2c1C (stereo unspecified),1.0
Oc1ccccc1C1NN=C(c2ccccc2)S1 (stereo unspecified),13.8
CCOc1cc(C(=O)Nc2cccnc2)cc(OCC)c1OCC,-29.7
COc1cc(NC(=O)c2ccc(Br)cc2)c(OC)cc1NC(=O)c1ccccc1,9.6
CCC1=NN(C(=O)c2ccc(Cl)cc2)C(O)(c2ccccc2)C1 (stereo unspecified),-16.9
COc1ccc(S(=O)(=O)Oc2ccc(C(=S)N3CCOCC3)cc2OC)cc1,-19.3
O=C(NCCO)N1c2ccccc2Sc2ccccc21,-18.5

(cont.)
structure,Pf gametocyte
COc1cccc(NC(=O)c2cccc(C(=O)Nc3cccc(OC)c3)c2)c1,4.5
O=C(CCC(=O)N1CCCCCC1)NCc1ccc(F)cc1,-6.8
CCS(=O)(=O)n1c(Cc2cccs2)nc2ccccc21,-14.5
COc1ccc(CCN(C)C2CCCN(S(C)(=O)=O)C2)cc1OC (stereo unspecified),11.4
Cn1c(=O)c(C(=O)c2ccc(S(C)(=O)=O)c(Cl)c2Cl)c(O)c2ccccc21,-19.2
COc1cc(S(=O)(=O)n2nc(C)cc2C)ccc1Cl,-8.2
Cc1cc(OCC(=O)N(C)Cc2ccccc2)ccc1Br,-0.1
CCNC(=O)N1CCCC(C(=O)c2ccc(-c3ccccc3)cc2)C1 (stereo unspecified),0.9
O=C(O)C1CC=CCC1C(=O)N1CCN(c2nc(-c3ccccc3Cl)c3cc(Br)ccc3n2)CC1 (stereo unspecified),-4.6
COc1cc(NC(=O)CSCc2ccccc2)c(C(=O)O)cc1OC,14.1

Filtered by structure, the compounds so far with four or more nitrogen atoms
structure,Pf gametocyte
O=c1cc(N/N=C/c2ccccc2)[nH]c(=O)[nH]1,11.2
CCOc1cc2[nH]c(=S)n(CCCN3CCN(C)CC3)c(=O)c2cc1OCC,-21.4
O=C(Cc1ccc([N+](=O)[O-])cc1)N/N=C/c1cccnc1,2.2
CCN(CC)c1nc(N(CC)CC)[nH]c(=O)n1,3.6
COc1ccc(Br)cc1CN1CCN(c2ncccn2)CC1,8.9
c1cnc2ccc(C(c3nnnn3C3CCCCC3)N3CCN(C4CCCCC4)CC3)cc2c1 (stereo unspecified),20.9
CN(Cc1ccco1)c1ncnc2ccc(-c3ccc4c(ccn4C)c3)cc12,4.2
CC(C)C[C@H](NC(=O)c1[nH]cnc1C(=O)N[C@@H](Cc1ccccc1)C(=O)OCc1ccccc1)C(=O)OC(C)(C)C,-8.6
C#CCOCCOCCOCCNc1nc(N2CCN(C(=O)Cn3cc(CCO)nn3)CC2)nc(N2CCN(C(=O)Cn3cc(CCCCN)nn3)CC2)n1,2.0
O=[N+]([O-])c1cc([N+](=O)[O-])c(Oc2cc(F)cc(F)c2F)cc1NN1CCCCC1,-19.4
CC(O)Cn1c(N2CCCC2)nc2c1c(=O)n(C)c(=O)n2C (stereo unspecified),8.3
CNC(=O)N(O)C1N(NC(=O)Nc2ccccc2)C(=S)SC1(C)C (stereo unspecified),11.4
O=C(O)C1CC=CCC1C(=O)N1CCN(c2nc(-c3ccccc3Cl)c3cc(Br)ccc3n2)CC1 (stereo unspecified),-4.6

These rows are one share of the data; rates above refer to the full screens.
